Assay outcomes as filed in PubChem.
KCNQ2 block: KCNQ2 channel blockers in CHO-K1 cells – cell-based, FluxOR thallium flux, B-score, primary screen (AID 2156); 20 min; stronger effect = lower value; B-score at 10 µM; actives 1.1% (n = 310,000); O88943;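 active = fluorescence ratio B-score at most minus 3 library SDs, with starting brightness B-score within 2 library SDs, cut at about -5.5 in these data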
OX1R FRET antag: antagonists of human orexin 1 receptor (OX1R); O43613; OX1R-expressing cells, FRET antagonist read-out; inhibition, % at 6.6 µM; actives 1.8% (n = 330,000); in the data active = inhibition mostly above about 38%, no sharp cut-off; inactive = mostly below about 40%;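 also: 0% = agonist challenge alone and 100% = reference antagonist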
Target sequence (O43613 whole entry, looked up): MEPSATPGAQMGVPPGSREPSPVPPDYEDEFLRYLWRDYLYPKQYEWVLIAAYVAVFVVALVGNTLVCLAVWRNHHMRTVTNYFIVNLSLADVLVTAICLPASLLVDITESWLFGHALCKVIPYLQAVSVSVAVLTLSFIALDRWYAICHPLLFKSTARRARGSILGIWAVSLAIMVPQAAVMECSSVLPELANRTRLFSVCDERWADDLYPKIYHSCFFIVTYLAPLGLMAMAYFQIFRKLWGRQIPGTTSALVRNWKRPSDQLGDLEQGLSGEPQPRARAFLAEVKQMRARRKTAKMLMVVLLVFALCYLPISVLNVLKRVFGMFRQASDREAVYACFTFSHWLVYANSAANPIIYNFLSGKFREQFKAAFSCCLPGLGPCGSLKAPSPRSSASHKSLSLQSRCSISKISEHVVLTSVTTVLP
STK33 kinase inh: inhibitors of human STK33 kinase | Q9BYT3 | purified STK33, MBP phosphorylation, ADP-Glo luminescence | inhibition, % at 10 µM | actives 0.073% (n = 320,000);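 active = inhibition at or above 25%, using the most active replicate where run in duplicate; inactive = inhibition below 25%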
Target sequence (Q9BYT3 whole entry, looked up): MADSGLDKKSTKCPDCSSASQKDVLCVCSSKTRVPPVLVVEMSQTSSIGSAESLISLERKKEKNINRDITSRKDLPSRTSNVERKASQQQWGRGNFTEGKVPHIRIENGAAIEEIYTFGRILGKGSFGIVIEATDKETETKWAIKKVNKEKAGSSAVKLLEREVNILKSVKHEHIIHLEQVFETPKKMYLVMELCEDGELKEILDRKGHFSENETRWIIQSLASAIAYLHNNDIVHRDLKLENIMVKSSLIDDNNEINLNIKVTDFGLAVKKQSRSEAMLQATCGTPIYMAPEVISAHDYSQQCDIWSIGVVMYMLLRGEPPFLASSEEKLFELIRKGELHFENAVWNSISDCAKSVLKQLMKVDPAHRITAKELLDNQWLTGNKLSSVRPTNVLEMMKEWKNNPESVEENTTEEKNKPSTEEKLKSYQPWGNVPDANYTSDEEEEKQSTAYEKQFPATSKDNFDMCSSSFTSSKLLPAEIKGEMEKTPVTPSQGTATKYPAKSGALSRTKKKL
* marks the source's active call; other numbers are inactive results; i = inactive; x = not tested or not shown; & = joins results of further samples.

Every second line gives: KCNQ2 block | OX1R FRET antag | STK33 kinase inh
CCOc1cc(N(CC)CC)ccc1/C=C(/C#N)c1nc2ccccc2[nH]1
→ -8.4* | 71.0* | -0.5
CC(NC(=O)CCC(=O)c1cccs1)c1ccccc1 (stereo not drawn)
→ i | 18.3 | -1.0
COc1cccc(CN2CC(C(=O)NCc3ccc(C)c(F)c3)CCC2=O)c1 (stereo not drawn)
→ i | -3.7 | 0.4
COc1ccccc1NC(=O)CNS(=O)(=O)c1ccccc1
→ i | 3.7 | -2.3
Cc1ccc(C)c(N(CC(=O)NC(C)(C)C)C(=O)CCC(=O)Nc2nccs2)c1
→ i | 2.1 | -0.1
Cc1ccc(C(C)n2cc(C(=O)NCc3cccnc3)nn2)cc1 (stereo not drawn)
→ i | 13.1 | -1.2
COc1ccccc1N1CCN(CC(=O)Nc2ccc(Cl)c(C(F)(F)F)c2)CC1
→ i | 2.5 | 0.7
Cc1cc(C)nc(N(C#N)CC(=O)N2CCC(C(N)=O)CC2)n1
→ i | 2.1 | -2.5
CCN(CC)S(=O)(=O)c1ccc(-c2nnc(SCC(=O)Nc3nnc(C)s3)n2CC)cc1
→ i | 2.5 | -1.6
Cc1ccc(OC(C)c2nnc(N)s2)cc1Cl (stereo not drawn)
→ i | 37.0 | -0.5
CCCCCC(=O)NC(NC(=S)Nc1ccc(S(N)(=O)=O)cc1)C(Cl)(Cl)Cl (stereo not drawn)
→ i | 8.0 | -1.1
COC(=O)c1c(C)oc(C)c1S(=O)(=O)N(C)C1CCCCC1
→ i | 8.9 | 2.4
COCCN(C(=O)COC(=O)C1CC1)c1c(N)n(Cc2ccccc2)c(=O)[nH]c1=O
→ i | 11.8 | -2.9
O=c1c2ccccc2ncn1-c1ccc(Cl)c(Cl)c1
→ i | -1.0 | 0.4
CCOC(=O)c1ccccc1NC(=O)C1=COCCO1
→ i | 4.7 | 3.0
O=C(COC(=O)c1ccc(O)cc1)Nc1ncc(Cl)cc1Cl
→ i | 9.0 | -0.7
CCc1nc(Nc2cc(OC)ccc2OC)c2oc3ccccc3c2n1
→ i | 10.3 | 0.1
O=C1SCC(c2ccccc2)=NN1Cc1ccccc1
→ i | 16.6 | -0.3
Cc1cc(C)cc(NC(=O)CCCn2nc(C)c3c(C)n(-c4ccccc4)nc3c2=O)c1
→ i | 11.1 | 0.1
Cc1cc(C)c(S(=O)(=O)Nc2ccc3c4c(cccc24)CC3)c(C)c1
→ i | 21.3 | 1.1

The final four records of the section above are carried over, then new ones follow:
Every second line gives: KCNQ2 block | OX1R FRET antag | STK33 kinase inh
CCc1nc(Nc2cc(OC)ccc2OC)c2oc3ccccc3c2n1
→ i | 10.3 | 0.1
O=C1SCC(c2ccccc2)=NN1Cc1ccccc1
→ i | 16.6 | -0.3
Cc1cc(C)cc(NC(=O)CCCn2nc(C)c3c(C)n(-c4ccccc4)nc3c2=O)c1
→ i | 11.1 | 0.1
Cc1cc(C)c(S(=O)(=O)Nc2ccc3c4c(cccc24)CC3)c(C)c1
→ i | 21.3 | 1.1
Clc1ccc(Cc2noc(CN3CCN(c4ccccc4)CC3)n2)c(Cl)c1
→ i | 2.4 | 0.3
N#CC(c1ccccc1)c1cnccn1 (stereo not drawn)
→ i | 3.3 | -1.9
Cn1c(CCc2nc3ccccc3[nH]2)nnc1SCC#N
→ i | 8.0 | -1.8
COc1ccccc1NC(=O)Nc1cnccn1
→ i | 22.1 | 0.6
CCc1noc(C)c1C(=O)OCC(=O)c1ccc(OC)c(OC)c1
→ x | 4.7 | -0.4
CCNC(=O)c1cc(S(=O)(=O)N(C)C)c(Cl)cc1Cl
→ i | 2.9 | -1.3
COC(=O)c1ccc(C2Nc3ccc(/C(C)=N/NC(=O)C(OC)c4ccccc4)cc3C3C=CCC32)cc1 (stereo not drawn)
→ i | 8.7 | 0.1
CC1=Nc2ccc(C)cc2/C1=C/c1c(N)n2oc(C)cc2nc1=O
→ i | 21.8&4.2 | 4.7&-4.0
COc1ccc([N+](=O)[O-])cc1NC(=O)C(C)Sc1nc(-c2ccccc2)cs1 (stereo not drawn)
→ i | 22.2 | -0.6
c1ccc2cc3[nH]c(CN4CCOCC4)nc3cc2c1
→ i | 14.2 | -1.1
C=CCOc1ccccc1CN1CCCC(CCC(=O)N(C)CCc2ccccn2)C1 (stereo not drawn)
→ i | 18.8 | -0.2
COc1ccc(C(C)=O)cc1COC(=O)CCCN1C(=O)c2ccccc2C1=O
→ i | 29.3 | -1.6
CCOC(=O)CC(=O)c1[nH]c(C)c(C(=O)OCC)c1C
→ i | 20.1 | -1.6
COc1ccc(C(=O)OCC(=O)NCc2cccs2)c(OC)c1OC
→ x | 0.4 | 0.3
CCOc1ccc(NC(=O)C(Cc2ccccc2)N2C(=O)c3cccc4cccc(c34)C2=O)cc1 (stereo not drawn)
→ i | 22.2 | 2.1
CCC(=O)N1CCc2cc(S(=O)(=O)Nc3ccc4c(c3)OCCO4)ccc21
→ i | 26.7 | -0.8
Cn1cc(C(=O)Nc2ccc3c(c2)CCC3)cn1
→ i | -2.0 | -0.2
COc1ccc(NC(=O)CCCC(=O)c2ccccc2)cc1
→ i | 15.4 | -0.1
O=C1[C@H]2[C@@H](C3CC3)N3C(=O)CN(CC4CC4)C(=O)[C@@]3(Cc3ccccc3)[C@H]2C(=O)N1c1ccccc1
→ x | 0.2 | -2.2
Cc1c(O)nc(SCC(=O)Nc2ccc3c4c(cccc24)CC3)n(-c2ccc(F)cc2)c1=O
→ i | 4.8 | -0.6

Given with values ahead of the structure: part of the list above
KCNQ2 block,OX1R FRET antag,STK33 kinase inh,compound
i,10.3,0.1,CCc1nc(Nc2cc(OC)ccc2OC)c2oc3ccccc3c2n1
i,16.6,-0.3,O=C1SCC(c2ccccc2)=NN1Cc1ccccc1

Going on with the list.
Every second line gives: KCNQ2 block | OX1R FRET antag | STK33 kinase inh
O=C1N/C(=N\N=C\c2ccc3ncccc3c2)SC1Cc1ccc(SC(F)F)cc1 (stereo not drawn)
→ i | 18.2 | -2.6
COc1cc(/C=C/C2=CC(C)(C)NC(=S)N2)cc(OC)c1OC
→ i | 25.9 | -1.4
CS(=O)(=O)Nc1nnc(Cc2ccccc2)s1
→ i | 18.1 | 0.3
O=C(N/C(C(=O)N1CCOCC1)=C(\Sc1ncccn1)c1ccccc1)c1ccccc1
→ i | 17.4 | 0.4
CN(Cc1ccccc1)S(=O)(=O)c1ccccc1[N+](=O)[O-]
→ i | 20.9 | -2.4
COc1ccc(/C(C)=C(\C#N)C(=O)OC(C)C)cc1OC
→ i | 8.0 | -2.3
C=CCNC(=O)C(=O)Nc1ccc2c(c1)N(S(=O)(=O)c1cccs1)CCC2
→ i | 5.4 | 0.6
CN1CCc2c(sc(/N=C/c3c[nH]c4ccccc34)c2C(N)=O)C1
→ i | 7.9 | 0.7
CC(=O)Nc1c(C)ccc(S(N)(=O)=O)c1C
→ i | 8.5 | -0.4
OCCC1CN(Cc2nc3ccccc3s2)CCN1C1CCCCC1 (stereo not drawn)
→ i | 7.5 | -1.2
CC(=O)c1ccccc1NC(=O)COC(=O)CSCC(=O)Nc1cc(C)on1
→ i | 11.6 | -1.4
COC(=O)c1ccc2c(C(C)(C)O)c(C(C)(C)O)[nH]c2c1
→ i | 20.4 | 0.3
COc1ncnc2c1oc1nc(C(C)C)c3c(c12)CC(C)(C)OC3
→ i | 16.0 | -0.4
OC(CNCC1COc2ccccc2O1)COc1ccccc1F (stereo not drawn)
→ i | 10.9 | -0.6
CC(=O)Nc1nc(=S)n(-c2ccccc2)[nH]1
→ i | 1.0 | -1.3
Cc1ccc(S(=O)(=O)NCCC(=O)NC(C)c2ccccc2)cc1 (stereo not drawn)
→ i | 15.0 | -0.3
Cc1ccc(NC2CCCN(C(=O)c3ccc4[nH]ccc4c3)C2)cc1C (stereo not drawn)
→ i | 45.7 | -0.4
CCOc1ccc(NC(=S)N2CCC(NC(=O)c3ccccc3C)CC2)cc1
→ i | 4.0 | -1.8
CCc1nnc(NC(=O)CSc2nnc(Cc3ccccc3)o2)s1
→ i | 39.9 | -1.2
O=C(COc1ccccc1Br)Nc1ccc2c(c1)OCCCO2
→ i | 14.3 | 0.1
CCc1nnc(NC(=O)CCC(=O)O)s1
→ i | 7.6 | -1.6
CCn1nccc1C(=O)Nc1ccc(Cl)cn1
→ i | 6.3 | -1.2
N#C/C(=C(\O)c1cc(Cl)sc1Cl)c1nc2ccccc2[nH]1
→ i | 26.3 | 1.1
CNc1c([N+](=O)[O-])cnn1-c1ccccn1
→ i | 17.4 | -4.2
CCOc1ccc(N(CC(=O)NCCc2ccc(C)cc2)S(=O)(=O)c2c(C)noc2C)cc1
→ i | 13.7 | -0.7
O=C(CCN1C(=O)/C(=C/c2ccccc2)SC1=S)NC1CCS(=O)(=O)C1 (stereo not drawn)
→ i | 23.9 | 1.8
S=C(Nc1ccccc1)Nc1nccs1
→ i | -3.4 | -1.3
COc1ccc(NC(=O)CN2CCC(C(N)=O)(N3CCCCC3)CC2)cc1
→ i | 9.9 | -1.9
CCOc1ccc(S(=O)(=O)N(CC(=O)NCc2cccnc2)c2ccc(F)cc2)cc1
→ i | 4.8 | -0.3
O=C(O)C1C2CCC(C2)C1C(=O)NCc1ccco1 (stereo not drawn)
→ i | 8.1 | -0.8
O=C1CCCN1CCCNc1nc2c(S(=O)(=O)c3ccccc3)nnn2c2ccc(Cl)cc12
→ i | 4.6 | -1.0
O=C(CCC(=O)N(Cc1ccco1)C(C(=O)NC1CCCC1)c1ccncc1)Nc1cccnc1 (stereo not drawn)
→ i | 14.9 | -1.4
O=C(NCCc1ccccc1)C(=O)NCCC1CCCCN1S(=O)(=O)c1cccs1 (stereo not drawn)
→ i | 29.8 | -2.1
CCn1c(SCC(=O)Nc2ccc(OC)c(OC)c2)nnc1-c1ccco1
→ i | 2.5 | -0.5
NC(=O)C1CCCN(CC(O)COCc2ccc(Cl)cc2)C1 (stereo not drawn)
→ i | 1.2 | -2.8
CN(C)c1ccc(NC(=O)CN2CCc3ccccc3C2)cc1
→ i | 6.6 | -0.5
COc1cc(/C=C2\SC(=S)N(NS(=O)(=O)c3ccc(C)cc3)C2=O)ccc1O
→ i | 60.8 | 3.0
CS(=O)(=O)N(CC(=O)N1CCCCCC1)c1cccc(Br)c1
→ i | 16.7 | 0.7
Cc1ccc(NC(=O)COc2cccc3ccccc23)c(O)c1
→ x | 9.2 | -0.7
Cc1cccn2c(=O)c(/C=C(\C#N)C(=O)NC3CCS(=O)(=O)C3)c(N3CCC(C)CC3)nc12 (stereo not drawn)
→ i | 34.4 | 1.7
CCOc1ccc(-n2c(SCC(=O)Nc3nccs3)nc3c(c2=O)SCC3)cc1
→ i | 2.0 | -0.8
CCOCCCNC(=O)C(C)NS(=O)(=O)c1ccc(C)cc1 (stereo not drawn)
→ i | 11.0 | -0.1
COc1ccc2ccccc2c1CNCc1ccc(C)cc1
→ i | -6.8 | -0.1
COCCN(C(=O)COC(=O)c1ccccc1Oc1ccccc1)c1c(N)n(Cc2ccccc2)c(=O)[nH]c1=O
→ i | 16.7 | -0.6
COc1ccc(-c2cn3ccsc3n2)cc1
→ i | 11.4 | 0.4
CC(=O)c1c(COC(=O)c2cccnc2)nc2ccccc2[n+]1[O-]
→ i | 12.8 | -1.8
COc1ccc(OCC(=O)Nc2c3c(nn2-c2ccc(OC)cc2)CS(=O)(=O)C3)cc1
→ i | 11.2 | -0.8
CC1Cc2ccccc2N1C(=O)c1ccc(N2CCCCC2)c([N+](=O)[O-])c1 (stereo not drawn)
→ i | 50.1* | x
CC(=O)c1c2c3c(c(Br)ccc3n(C)c1=O)C(=O)c1ccccc1-2
→ i | 55.8* | 0.2
CC(=O)c1cc(F)c(N2CCCC2)cc1C
→ i | 11.2 | -1.4
CCN(CCO)c1nc(NCc2ccccc2)c2cnn(C)c2n1
→ i | 15.9 | 1.9
COc1ccc(C(=O)N/N=C2\CCc3ccccc32)cc1OC
→ i | 26.7 | -0.3
CCOC(=O)c1c(NC(=O)c2ccccc2C(=O)O)sc2c1CCC2
→ i | 13.9 | -2.0
COc1ccc(-n2c(C)cc(C(=O)Cn3c(NCCO)nc4ccccc43)c2C)cc1
→ i | 11.4 | -0.2
CC1CCN(CCCNC(=O)CCCNC(=O)Cn2cnc3sc4c(c3c2=O)CCCC4)CC1
→ i | 22.1 | -2.7
CCC(=O)N1CCc2cc(S(=O)(=O)CCC(=O)Nc3ccc(C)cn3)ccc21
→ i | 7.1 | -2.7
Cc1cc([N+](=O)[O-])ccc1-c1ccc(/C=N/NC(=O)c2ccc(Br)o2)o1
→ i | 28.0 | -0.5
Nc1n[nH]c(N)c1N=Nc1ccccc1F
→ i | 11.4 | 2.8
Cc1cccc(OCC2=N/C(=C\N(C)C)C(=O)O2)c1
→ i | 27.9 | 1.4
Cc1ccnc(NC(=S)NC(=O)/C=C/c2ccc(Cl)cc2)c1
→ i | 14.4 | -1.0

The list continues.
Every second line gives: KCNQ2 block | OX1R FRET antag | STK33 kinase inh
O=C1NC(=O)/C(=C\c2ccccc2Oc2ccc(F)c(F)c2)S1
→ i | 51.6 | -0.4
Cc1ccc(S(=O)(=O)N(C)C)cc1NC(=S)NC(C)CCCC(C)C (stereo not drawn)
→ i | 11.8 | x
Cc1cc(Cl)ccc1OCC(=O)OC(C)C(=O)NC(N)=O (stereo not drawn)
→ i | 0.6 | 0.8
CCN(CC)S(=O)(=O)c1cccc(NC(=O)C2SC(=Nc3ccc(C)cc3C)C(C(=O)NC(C)COC)=C2N)c1 (stereo not drawn)
→ i | 1.9 | -3.1
COCCn1c(=O)[nH]c2cc(C(=O)NCCCN3CCN(c4ccc(F)cc4)CC3)ccc2c1=O
→ i | 11.3 | -3.9
O=C(Cc1ccc2ccccc2c1)Nc1ccccc1Br
→ i | 8.7 | -0.4
Cc1ccc2[nH]c(O)c(N=NC(=O)CCc3ccccc3)c2c1Br
→ i | 15.9 | 0.0
Cc1cc(C(=O)Nc2c(C)nn(Cc3ccccc3Cl)c2C)no1
→ i | 3.2 | -0.8
